OXTR ag: activates the human oxytocin receptor | activation, % at 3 µM | AID 2435 | CHO-OTR cells, Fluo-8 calcium fluorescence; normalized: DMSO 0%, oxytocin 100% | actives 0.32% (n = 320,000);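 active means activation above the mean of all tested compounds plus 3 SD, cutoff set per screening run, cut at about 20% in these data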;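 further: peak over basal fluorescence ratio from a 100 s FLIPR kinetic read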
MEKK2 WT-MEK5: raises or lowers MEK5 binding to wildtype human MEKK2 PB1 domain | AID 1531 | Q9Y2U5 | binding response (% of control), % at 10 µM | bead flow cytometry, Alexa488-MEK5 binding to MEKK2 WT; actives lie on both sides | actives 1.1% (n = 290,000); in the data active means binding response below about 67% or above about 130%
M18AAP inhibitor: blocks P. falciparum M18 aspartyl aminopeptidase; recombinant PfM18AAP, H-Glu-NHMec fluorogenic cleavage; inhibition, % at 7.35 µM; actives 1.2% (n = 290,000); AID 1822;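 active means inhibition above the campaign mean inhibition over all tested compounds plus 3 SD, cut at about 28% in these data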;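 further: 0% = plate median of test compound wells and 100% = 2 mM ZnCl2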
GalR3 antag: human GalR3 antagonism. O60755. HEK293 GalR3-CNG cAMP membrane potential fluorescence; galR3 body fused to GalR1 C-terminus. inhibition, % at 3 µM. actives 0.44% (n = 360,000);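 active means inhibition above the screen-wide average plus 3 SD, cut at about 13% in these data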;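 further: forskolin and galanin both at EC90 stimulate the cells; cAMP rise reported by CNG channel membrane potential dye signal; 0% = forskolin plus galanin with DMSO and 100% = forskolin alone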
V1R ag counter: V1a receptor agonism, counter-screen for OXTR agonists | P37288 | CHO-V1R cells, Fluo-8 calcium fluorescence, agonist mode; 0% DMSO, 100% 3 nM vasopressin | activation, % at 3 µM | actives 0.25% (n = 320,000);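 active means activation above the mean activation of all tested compounds plus 3 SD, per screening run, cut at about 20% in these data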;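 further: signal is peak over basal fluorescence ratio across a 100 second FLIPR read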
Target sequence (P37288 whole entry, looked up): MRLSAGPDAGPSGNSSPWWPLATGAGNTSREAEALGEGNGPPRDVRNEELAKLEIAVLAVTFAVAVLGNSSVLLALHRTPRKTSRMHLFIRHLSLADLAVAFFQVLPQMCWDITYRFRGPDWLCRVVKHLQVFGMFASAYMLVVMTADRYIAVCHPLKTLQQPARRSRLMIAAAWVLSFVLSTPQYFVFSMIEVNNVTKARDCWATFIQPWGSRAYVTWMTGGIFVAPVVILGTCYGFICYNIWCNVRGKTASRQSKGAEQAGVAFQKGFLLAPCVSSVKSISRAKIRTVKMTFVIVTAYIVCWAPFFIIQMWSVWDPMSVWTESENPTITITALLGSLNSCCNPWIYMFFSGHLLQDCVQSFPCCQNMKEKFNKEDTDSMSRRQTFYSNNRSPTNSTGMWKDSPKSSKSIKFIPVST
GPR7 antag: antagonists of human GPR7 (neuropeptides B/W receptor 1) | AID 1861 | GPR7-expressing cells, fluorescence antagonist assay | actives 1.1% (n = 290,000) | P48145 | inhibition, % at 4.4 µM; in the data active means inhibition above about 16%, passing the limit was not always enough;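 further: cells stimulated with the agonist NPW; 0% = agonist with vehicle and 100% = vehicle without agonist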
Target sequence (P48145 whole entry, looked up): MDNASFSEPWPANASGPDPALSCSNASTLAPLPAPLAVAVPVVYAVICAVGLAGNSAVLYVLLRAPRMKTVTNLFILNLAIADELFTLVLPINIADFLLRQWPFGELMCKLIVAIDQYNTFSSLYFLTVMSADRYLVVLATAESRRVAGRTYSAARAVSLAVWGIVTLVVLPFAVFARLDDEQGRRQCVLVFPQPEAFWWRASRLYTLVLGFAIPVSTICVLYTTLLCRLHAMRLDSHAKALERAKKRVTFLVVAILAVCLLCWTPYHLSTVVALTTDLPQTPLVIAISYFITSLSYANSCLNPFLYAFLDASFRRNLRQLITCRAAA
NALP1 yeast inh: NALP1 inhibition; S. cerevisiae NALP1/ASC/caspase-1 growth, X-gal OD620, 72 h; inhibition, % at 10 µM; actives 0.61% (n = 280,000); in the data active means inhibition mostly above about 24%, no sharp cut-off; inactive means mostly below about 32%; further: some compounds called inactive have numbers as strong as hits
OXTR potentiator: human OXTR potentiation | P30559 | CHO-OTR cells, Fluo-8 calcium fluorescence, potentiator mode; 0% = oxytocin EC15, 100% = EC100 | activation, % at 3 µM | actives 0.061% (n = 320,000);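 active means activation above that plate's cutoff, the mean activation of tested compounds plus 3 SD, cut at about 6.6% in these data, passing the limit was not always enough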;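 further: 100% uses oxytocin at 75 nM as the full agonist control; some results filed as inactive read as strong as hits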
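Dosing: Single dose, 3.0 µM nominal final compound concentration | Material: Human OTR in CHO cells | Technique: Kinetic Fluo-8 calcium fluorescence | Benchmarks: EC15 oxytocin alone as 0%, 75 nM oxytocin as 100% | Probe or stimulus: Oxytocin at about EC15, sub-maximal agonist stimulus | Incubation: Compound 6 min at room temperature before oxytocin, 100 s read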
MEKK2 mut-MEK5: signal of MEK5 binding to mutant human MEKK2 PB1 domain | bead flow cytometry, Alexa488-MEK5 binding to MEKK2 mutant | percent response, % at 10 µM | actives 0.35% (n = 290,000) | AID 1530; in the data active means percent response above about 24%, passing the limit was not always enough; further: inactives centre near 1; some results filed as inactive read as strong as hits
Active calls of the source: *; . = not tested or not shown.

SMILES	OXTR ag	MEKK2 WT-MEK5	M18AAP inhibitor	GalR3 antag	V1R ag counter	GPR7 antag	NALP1 yeast inh	OXTR potentiator	MEKK2 mut-MEK5
N#C/C(=C/Nc1ccccc1C(=O)O)C(N)=O	0.4	100	1	-6	-0.2	-13	.	-6	-1
CN(C(=O)CN1C(=O)c2ccc([N+](=O)[O-])cc2C1=O)C1CCCCC1	-0.6	.	.	-6	0.8	.	.	-6	.
Cc1ccc(NC(=O)C(OC(=O)c2ccc(NC(N)=O)cc2)c2ccccc2)cc1Cl (configuration not stated)	1.4	97	7	0	0.7	2	27	-8	8
CC(C(=O)Nc1cccnc1)c1ccc([N+](=O)[O-])cc1 (configuration not stated)	6.3	104	-1	-2	9.5	1	27	-12	-1
O=C(NCc1ccccn1)C1CCN(C(=O)c2cc3sccc3n2Cc2ccc(F)cc2)CC1	2.5	97	-6	-6	0.6	-2	21	-8	1
CCSC1(SCC)N=C(N)C2(C#N)C(c3ccccc3)NC(C)=C(C)C12C#N (configuration not stated)	.	104	3	-7	.	-14	10	.	5
CC1CCN(S(=O)(=O)c2cc(C(=O)Nc3ccccn3)ccc2Br)CC1	-1.8	.	.	-3	-0.5	.	.	-5	.
O=C(c1cccc(S(=O)(=O)N2CCOCC2)c1)N1CCCc2ccccc21	1.1	94	-6	-2	2.4	-14	2	-6	-5
COc1ccc(OC)c(NC(=O)COC(=O)/C=C/c2ccc(Cl)cc2)c1	-0.2	95	2	-3	0.4	5	22	-3	-1
COC(=O)C1=C(C)N(Cc2ccccc2)C(=S)N[C@H]1c1cccc(C(F)(F)F)c1	-0.3	.	.	-10	-1.4	.	.	-10	.
O=C(NCCN1CCOCC1)c1cc(S(=O)(=O)NCCCN2CCCC2=O)ccc1Cl	-0.4	96	-1	-1	1.1	7	18	-11	-1
C=CCNC(=O)C1CC1(c1ccc(C)cc1)c1ccc(C)cc1 (configuration not stated)	-2.1	101	-2	-9	-0.6	-11	-36	-4	0
COc1ccc(CN2CSC(=S)N(Cc3ccc(OC)cc3)C2)cc1	1.4	98	-4	2	0.9	9	-9	-9	-2
CC(C)(C)c1ccc(OCc2ccc(C(=O)N/N=C/c3ccc([N+](=O)[O-])cc3)o2)cc1	0.7	114	-3	5	0.6	-4	-2	-3	4
COc1cc(/C=N/NC(=O)c2ccccc2O)ccc1OC(=O)CC1SC(=O)NC1=O (configuration not stated)	0.4	103	16	-6	-0.1	-4	20	2	2
COc1ccc(Br)cc1S(=O)(=O)N1CC(C)OC(C)C1 (configuration not stated)	-1.7	98	1	-1	-0.3	-3	-94	-7	-6
CCOC(=O)Cn1c(N2CCCCCC2)nc2c1c(=O)[nH]c(=O)n2C	-0.3	.	5	-1	-0.1	-2	11	-22	.
O=C(CN(C(=O)Cn1nnc(-c2cccs2)n1)c1cnc2ccccc2c1)NCC1CCCO1 (configuration not stated)	2.4	.	4	-1	0.5	1	-4	-4	.
COc1ccc2cc1Oc1ccc(cc1)C[C@H]1c3c(cc4c(c3Oc3cc5c(cc3OC)CCN(C)[C@@H]5C2)OCO4)CCN1C	1.4	124	.	.	0.0	.	21	-8	11
Fc1cccc(CSc2nc3ccncc3[nH]2)c1	0.0	97	-7	.	0.8	8	22	-9	11
O=C(Cn1c2ccc(F)cc2c2nc3n(c(=O)c21)CCS3)Nc1ccccc1C(F)(F)F	-0.6	94	-1	-4	-0.2	-11	8	-6	-3
Cc1cccc(NC2=NC(=S)N(c3ccc(C(=O)O)cc3)C23CCCCC3)c1	0.2	.	-1	8	0.8	7	-1	-2	.
O=C(NCCC(c1ccccc1)c1ccccc1)c1ccc(Br)o1	0.0	118	3	-1	1.2	-10	-17	-9	9
O=C(N/N=C/C=C/c1ccco1)c1cccs1	-0.7	92	9	-5	-0.2	-9	-10	-16	-4
COC(=O)CN(c1ccc(OC)cc1)S(=O)(=O)c1c(C)noc1C	-1.2	104	2	0	0.0	-9	-1	-12	8

Other structures.
SMILES	OXTR ag	MEKK2 WT-MEK5	M18AAP inhibitor	GalR3 antag	V1R ag counter	GPR7 antag	NALP1 yeast inh	OXTR potentiator	MEKK2 mut-MEK5
CCOC(=O)c1ccc(/C=N/O)[n+](Cc2ccccc2)c1	-0.1	105	2	-8	0.9	-20	12	2	7
Cc1ccc(S(=O)(=O)N2CCN(C(=O)CN3CCOCC3)C2c2ccccc2)cc1 (configuration not stated)	-0.3	110	-7	-8	-1.0	3	12	-3	7
Cc1ccc2nc(CSc3nnc(-c4ccco4)o3)cc(=O)n2c1	2.1	91	2	-4	-0.5	0	2	1	-3
CC1(C)CNC(=O)c2sc(NC(=O)c3ccccc3Cl)nc2C1	0.3	100	5	-4	-0.1	-4	-8	-9	-5
Cc1ccc(S(=O)(=O)N2CCCCC2)cc1NC(=O)CCNC(=O)c1ccccc1	1.8	.	.	-1	0.5	.	.	-9	.
O=C(CCC(=O)N(c1ccc(F)cc1)C(C(=O)NC1CCCC1)c1ccncc1)Nc1cccnc1 (configuration not stated)	0.8	101	0	-2	-0.1	-2	5	-10	3
O=C(COC(=O)c1ccccc1Nc1ccc(SC(F)F)cc1)NC1CC1	0.8	87	-5	-7	4.9	-9	26	-12	-4
Cc1ccc(C(=O)N/C(=C/C=C\c2ccccc2)C(=O)NCc2ccco2)cc1	-0.8	82	-2	-5	0.1	-8	16	-2	-3
CN(CC(=O)NC1CCCC1)S(=O)(=O)c1cccc(Cl)c1	-0.8	.	.	-5	-0.7	.	.	-8	.
CCCN(CCC)S(=O)(=O)c1ccc(C(=O)NNc2nc(-c3ccccc3)c3cc(Br)ccc3n2)cc1	1.5	91	4	-2	1.7	-8	2	-2	-3
COc1cc([N+](=O)[O-])ccc1NC(=O)Nn1cnnc1	2.6	112	84*	-4	1.2	2	16	11	7
CC(C)CCn1nnnc1CN1CCN(c2ccc(F)cc2)CC1	0.4	96	3	-1	0.9	7	-6	-6	-7
CCOc1ccc(CN(C)C(=O)CNC(=O)c2ccccc2)cc1	-1.1	108	-2	-9	0.4	3	-12	-17	6
CCN(Cc1ccncc1)C(=O)c1ccco1	1.4	105	-3	-2	0.3	1	-16	-7	1
CCCC1(c2ccccc2)NC(=O)N(CC(=O)Nc2ccccc2C(F)(F)F)C1=O (configuration not stated)	4.4	95	-5	-7	3.5	4	18	-13	-5
CC(=O)OCC(=O)[C@@]1(O)CC[C@H]2[C@@H]3CCC4=CC(=O)C=C[C@]4(C)[C@@]3(Cl)[C@@H](Cl)C[C@@]21C	0.9	93	.	.	1.5	.	-2	-5	3
O=C(NCC1CCCO1)c1ccc(Cl)c(S(=O)(=O)N2CCCCC2)c1 (configuration not stated)	2.8	110	-1	-5	3.1	-13	0	0	6
O=S(=O)(Nc1ccc(O)c(Sc2nc3ccccc3s2)c1)c1cccc2ccccc12	1.0	88	-11	1	3.9	-19	20	-5	-8
CCOC(=O)c1nc(NNC(C)=O)sc1C	0.1	96	37*	-2	-0.2	-9	8	0	-2
COc1ccccc1N1CCN(C(c2ccc(N(C)C)cc2)c2nnnn2CCc2ccccc2)CC1 (configuration not stated)	-1.5	104	2	-5	0.3	-5	11	-16	3
CC(=O)Nc1cccc(C(=O)OCC(=O)Nc2c(C)nn(-c3ccccc3)c2C)c1	0.8	.	.	2	0.9	.	.	-2	.
c1ccc(C2CCC(N3CCNCC3)CC2)cc1 (configuration not stated)	1.6	101	-11	-4	0.6	0	24	-4	0
Cc1cccc(NC(=O)C2CCN(S(=O)(=O)c3ccc4c(c3)NC(=O)CO4)CC2)c1	-0.7	94	3	-3	1.6	11	8	-3	-2
COc1ccc(N(CC(=O)N2CCN(c3ccccc3)CC2)S(=O)(=O)c2ccc(C)cc2)cc1	-0.3	91	0	1	0.6	-18	-2	-9	-5
CCCN(CC(=O)Nc1ccccc1C)C(=O)c1ccc(C(=O)c2ccccc2)cc1	-0.1	.	.	-4	0.2	.	.	-10	.
Cc1onc(-c2ccccc2)c1C(=O)Nc1nc2c(s1)C(=O)CC(C)(C)C2	0.1	97	-8	0	2.2	4	27	-10	1
Cc1ccc(C(=O)NCC(=O)OCC(=O)NC2CCS(=O)(=O)C2)cc1C (configuration not stated)	-0.4	100	3	-2	0.5	-10	34	-4	-1
O=C(O)c1ccc(CNS(=O)(=O)c2ccc(Oc3ccccc3Cl)cc2)cc1	0.1	110	-1	4	0.1	-9	-9	6	10
CC(=O)c1ccc(N2CCN(S(=O)(=O)c3c(C)[nH]c(C)c3C(=O)N3CCCCC3)CC2)cc1	0.6	104	-10	-7	1.3	2	19	-6	0

Source: PubChem
